High-throughput results from PubChem.
S1P3 ag: human S1P3 receptor agonists, primary screen, cell-based, primary and confirmation, NFAT-BLA reporter | S1P3 NFAT-BLA reporter cells, agonism, FRET ratio; relative to 1 µM S1P, basal subtracted | activation, % at 4.5 µM | AID 373, 2006 | Sphingosine 1-phosphate receptor 3 (Homo sapiens), Q99500 | 0.1% of 60,000 active;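 active means activation above the screen-wide mean plus 3 SD, cut at about 4.5% in these data, passing the limit was not always enough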; further: some compounds called inactive have numbers as strong as hits
Target sequence (Q99500 whole entry, looked up): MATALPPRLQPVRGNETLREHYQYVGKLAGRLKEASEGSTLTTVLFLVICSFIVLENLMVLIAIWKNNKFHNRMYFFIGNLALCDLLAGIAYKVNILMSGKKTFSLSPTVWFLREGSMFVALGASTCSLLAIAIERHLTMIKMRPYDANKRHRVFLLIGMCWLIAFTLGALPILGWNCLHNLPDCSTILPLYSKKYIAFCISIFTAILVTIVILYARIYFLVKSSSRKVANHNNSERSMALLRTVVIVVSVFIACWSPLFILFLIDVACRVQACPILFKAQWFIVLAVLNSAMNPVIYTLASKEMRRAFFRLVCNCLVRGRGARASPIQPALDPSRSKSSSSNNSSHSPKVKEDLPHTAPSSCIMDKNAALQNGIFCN
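Assay system: stable CHO line with human S1P3, Gα16, NFAT-BLA reporter; Detection: FRET β-lactamase substrate fluorescence, excitation 405 nm, 460/535 nm emission ratio, background-subtracted; Read-out: percent activation versus median 1 µM S1P response, basal-subtracted, per plate; Incubation: cells plated overnight, compound 4 h 37 °C, substrate 2 h RT.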
M1 antagonist: antagonists of rat M1 muscarinic receptor | Muscarinic acetylcholine receptor M1 (Rattus norvegicus), P08482 | CHO-M1 cells, Fluo-4 calcium, ACh EC80 antagonist mode; active compounds read low | B-score at 10 µM | 3.4% of 64,000 active;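 active means calcium fluorescence response, raw or row-and-column corrected B-score, differing from the plate sample mean either way at a set confidence level, mostly lower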
Target sequence (P08482 whole entry, looked up): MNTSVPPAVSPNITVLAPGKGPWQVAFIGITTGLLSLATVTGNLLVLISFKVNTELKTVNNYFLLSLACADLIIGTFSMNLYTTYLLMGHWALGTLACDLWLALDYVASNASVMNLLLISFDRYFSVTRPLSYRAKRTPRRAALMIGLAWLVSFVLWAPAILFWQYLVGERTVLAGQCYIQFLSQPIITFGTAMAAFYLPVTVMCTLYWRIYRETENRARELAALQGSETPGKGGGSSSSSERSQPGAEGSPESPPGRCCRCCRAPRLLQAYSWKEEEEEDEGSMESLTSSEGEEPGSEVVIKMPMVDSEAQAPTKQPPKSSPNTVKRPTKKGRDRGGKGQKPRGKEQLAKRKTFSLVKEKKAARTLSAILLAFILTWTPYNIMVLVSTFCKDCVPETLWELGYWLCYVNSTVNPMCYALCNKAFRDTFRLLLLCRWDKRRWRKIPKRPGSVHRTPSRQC
M1 ag: M1 muscarinic receptor agonists, primary screen, CHO-M1 cells, Fluo-4 calcium, agonist mode; Muscarinic acetylcholine receptor M1; Fluo-4 calcium fluorescence; active compounds read high; B-score at 10 µM; 3% of 64,000 active;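 active means fluorescence rise, raw or as B-score row- and column-corrected plate score, outside the 99.7% band of its plate's samples, either direction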
D1 mod: D1 CRE-luciferase signal change, two-sided – cell-based, HEK293 D1, dopamine EC30, D1 allosteric modulator project, primary screen | 5.9% of 58,000 active | dopamine EC30 potentiation; actives deviate in either direction | D(1A) dopamine receptor (Homo sapiens), P21728 | AID 641, 2007 | B-score at 10 µM;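 active means luminescence count or its row- and column-corrected plate score outside the 99.7% band of the plate's sample wells, on either side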
Jurkat viability: cytotoxicity toward Jurkat T cells, primary screen, cytotoxicity control, cell-based, Jurkat E6.1, 60K MLSMR library; Jurkat E6.1 viability, ATP luminescence, 48 h; 1.2% of 56,000 active; inhibition, % at 4 µM;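 active means inhibition above the mean inhibition of all tested compounds plus 3 SD, cut at about 28% in these data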
S1P1 ag-PAM: S1P1 agonists and agonism potentiators, primary screen, cell-based, primary and confirmation screens, CRE-bla reporter | S1P1 CRE-bla cells, forskolin, beta-lactamase FRET, potentiator mode; S1P1 agonist co-added at EC20, 2 nM; 100% = saturating reference agonist, 0% = basal | 0.57% of 56,000 active | AID 449, 2006 | Sphingosine 1-phosphate receptor 1 (Homo sapiens), P21453 | activation, % at 9.5 µM;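 active means activation above a cutoff set at the mean activation of all tested compounds plus 3 SD, cut at about 54% in these data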;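 further: forskolin at 4 µM as EC80 and the EC20 agonist is SEW2871; 100% = SEW2871 at its EC100 plus forskolin at EC80; some compounds past the cut are filed as inactive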
HEK293 NFkB inh: inhibitors of PMA/ionomycin-induced NF-kB reporter, primary screen, antigen receptor NF-kB inhibitor project, cell-based, HEK-293 luciferase reporter, luminescence; HEK-293 NF-kB luciferase reporter; inhibition, % at 3 µM; AID 465, 2006; 0.21% of 62,000 active;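 active means inhibition above the mean of all tested compounds plus 3 SD, cut at about 40% in these data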;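 further: 0% = stimulated DMSO wells and 100% = 10 µM reference inhibitor 5653914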
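Reagent: PMA plus ionomycin mix as NF-kB-activating stimulus. Assay system: NF-kB luciferase reporter HEK-293 cells. Technique: luminescence from luciferase substrate reagent. Incubation: 1 h compound pre-incubation, 16 h PMA/ionomycin at 37 °C. Benchmarks: DMSO only as uninhibited control, 10 µM reference inhibitor as full inhibition. Repeats: tested once.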
TNAP act DEA: human TNAP enzyme activators, primary screen, biochemical, luminescent, intermediate phosphate acceptor level; Alkaline phosphatase, tissue-nonspecific isozyme (Homo sapiens), P05186; purified TNAP, CDP-star luminescence, 100 mM DEA, 30 min; active compounds read high; scale: 0 levamisole-inhibited, 1 vehicle-only enzyme; activation factor at 20 µM; 64,000 tested, under 10 active; AID 813, 2007;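 active means activation factor of at least 2 at 20 µM, relative to controls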
E coli RNAP: E. coli RNAP inhibitors, biochemical. AID 559, 2006. inhibition, %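 (tested at 10 µM)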. 0.2% of 62,000 active. E. coli RNA polymerase, fluorescence transcription assay; in the data active means inhibition above about 20%;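 further: 0% = enzyme without compound and 100% = no enzyme blank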
Active calls of the source: *; · = no result given.

SMILES	S1P3 ag	M1 antagonist	M1 ag	D1 mod	Jurkat viability	S1P1 ag-PAM	HEK293 NFkB inh	TNAP act DEA	E coli RNAP
CCOC(=O)CN1CC23C=CC(O2)C(C(=O)Nc2ccc(OC)cc2OC)C3C1=O (configuration not stated)	-0.7	0.18	-0.39	-0.016	-3	-14	5	0.9	0
COc1ccc2[nH]c3c(=O)n(CCCCC(=O)N4CCCC4)c(=S)[nH]c3c2c1	0.3	0.19	0.12	-0.048	5	-11	12	0.9	1
Cn1c(=O)c2c(nc(N3CCOCC3)n2CC(=O)C23CC4CC(CC(C4)C2)C3)n(C)c1=O	0.1	0.021	0.41	0.65	-2	-7	0	1	4
CCOc1nc(-c2ccc(OC)cc2)ccc1-c1noc(-c2cccnc2)n1	·	0.31	-0.39	0.00041	·	·	1	1	3
O=c1oc2ccccc2n1CSC1=NCCS1	-1.7	-0.19	0.98	-0.52	12	28	-5	0.9	-1
COc1cccc(N2C(=O)N(c3ccccc3)C3CS(=O)(=O)CC32)c1 (configuration not stated)	0.1	0.44	0.11	0.13	-10	-24	4	1	-5
Cc1ccc(Cn2nnc3c(=O)[nH]c(C4CCN(C(=O)c5cccs5)CC4)nc32)cc1	-1.6	0.39	-0.45	2	7	-25	7	0.9	3
COc1ccc(OC)c(NC(=O)CSc2nc3ccccc3c(=O)n2CCNC(C)=O)c1	-0.1	0.24	0.83	9.7*	-1	-15	1	0.9	-1
CCOC(=O)N1CCN(c2ncnc3c2oc2nc(CC(C)C)c4c(c23)CCC4)CC1	-0.6	2	0.52	-0.41	2	6	10	1	5
O=C(C1CCCN(S(=O)(=O)c2cccnc2)C1)N1CCN(c2ccccn2)CC1 (configuration not stated)	-0.2	-0.4	-0.062	0.034	-1	-8	0	0.9	5
O=C1CCC(C(=O)NC2(C(=O)NC3CCCCC3)CCCCC2)N1 (configuration not stated)	·	0.015	-0.0019	0.42	·	·	-3	0.9	9
COc1ccc(-c2nc3ccccc3o2)cc1NC(=O)c1ccc(Br)o1	-1.2	0.13	1.1	-0.62	0	0	12	0.9	-1
CCOC(=O)C1C(=O)CC(C)(O)C(C(=O)OCC)C1c1cccs1 (configuration not stated)	-0.2	-0.78	0.99	-1.3	-5	-6	-2	0.9	5
CSCC[C@H](NC(=O)OC(C)(C)C)C(=O)N1CCC(C(=O)N[C@@H](C)C(=O)O)CC1	0.7	-0.18	0.66	0.021	-4	-5	4	0.9	8
CCCCN1C(=O)CN(CCc2ccccc2)C(=O)C1c1ccc(OC)cc1 (configuration not stated)	·	-0.084	0.55	-0.6	·	·	21	0.9	10
c1ccc(C(c2nnnn2Cc2ccco2)N2CCN(C3CCCC3)CC2)cc1 (configuration not stated)	-1.7	-0.49	0.14	-0.31	10	-8	17	0.9	3
CCCNC(=O)CC(NS(=O)(=O)c1ccc(Cl)cc1)c1ccco1 (configuration not stated)	0.0	-0.6	1.2	-0.42	-3	-8	19	0.9	2
Cc1cc(C)c2[nH]c(=O)c(C(c3nnnn3Cc3ccc4c(c3)OCO4)N3CCC(C)CC3)cc2c1 (configuration not stated)	-0.5	0.45	0.19	0.49	-4	-6	16	0.9	-5
COC(=O)CCCC(=O)Nc1ccc(Cl)c(Cl)c1	-1.5	-1.2	-0.74	-0.3	3	5	3	0.9	3
O=C(CN1CCSCC1)N1CCc2[nH]c3ccc(Br)cc3c2C1	-0.7	-11*	-0.14	-0.0052	3	1	6	0.9	9
O=C(COC(=O)c1ccc(S(=O)(=O)Nc2ccccc2)cc1)NCCN1C(=O)CSC1=O	-0.4	-1	-0.52	-0.86	1	-26	24	1	8
CN(C)c1ccc(-c2nn3c(C4CCCCC4)nnc3s2)cc1	-0.4	0.9	-1	-0.33	3	-20	1	0.9	4
COc1ccc(-n2c(Cc3cccn3C)nnc2SCC(=O)NCC2CCCO2)cc1 (configuration not stated)	0.0	-0.17	0.41	-0.8	-4	-1	8	0.9	2
Cc1c(-c2nc(N)nc(Nc3ccccc3)n2)oc2ccccc12	-1.3	-0.76	-0.028	3.1	15	-64	-20	0.9	5
CC(=O)OCn1nnc2ccccc2c1=O	-0.7	0.42	0.52	0.18	-1	-8	10	·	·
O=c1cc(CN2CCN(c3ccc(F)cc3)CC2)nc2sccn12	0.0	-0.9	-2.2	-0.026	-3	12	11	0.8	4
CC(C)(C)C(=O)Cn1c(=N)n(Cc2ccccc2)c2ccccc21	-1.1	-0.47	-1.4	-3.3*	2	-7	10	1	5
Cc1cc(NC(=O)Cc2c(F)cccc2Cl)no1	-0.7	0.077	-0.03	·	11	-16	32	0.9	10
Fc1ccc(NCc2cccnc2)cc1	·	0.17	1.2	0.56	·	·	11	1	1
O=c1[nH]c(CSc2nnc(-c3ccncc3)n2Cc2ccco2)nc2ccccc12	-0.5	0.88	1.2	-0.65	-4	-12	12	1	2
Cn1c(SCc2cccc(F)c2)nnc1-c1ccccn1	0.2	-0.2	-0.33	-0.51	-6	5	6	0.9	5
O=C(COC(=O)CCc1nc2ccccc2s1)Nc1ccc(S(=O)(=O)N2CCOCC2)cc1	1.1	-0.68	-0.65	·	-1	6	16	0.9	12
Cc1cc(N2CCCC(C(=O)Nc3ccc4c(c3)CCC4)C2)n2ncnc2n1 (configuration not stated)	0.4	-0.015	0.2	0.47	8	-14	12	0.9	13
O=C(Nc1ccccc1C(=O)NCc1ccco1)NC1CCCCC1	·	-3.1*	-0.038	2.9	·	·	10	0.8	8
O=C(Nc1cccc(Cl)c1)Nc1ccc2c(c1)OCO2	-1.3	0.015	-0.3	-1.2	-3	·	-33	0.9	-1
COCCNC(=O)CN(C)S(=O)(=O)c1ccc2c(c1)OCCO2	-0.8	0.11	-0.27	0.7	0	10	-8	0.9	9
COC(=O)C1=C(C)N(CCC2=CCCCC2)C(=O)C1	-0.4	-0.82	0.73	-0.13	5	-6	19	0.9	3
O=C(CSc1nnc(-c2ccco2)n1Cc1ccccc1)NC(=O)NCc1ccccc1	-2.9	-1.7	0.61	0.99	4	12	-1	0.9	-7
Clc1ccc(OCc2nn3c(-c4ccccc4)nnc3s2)c(Cl)c1	-1.6	0.57	-0.82	-0.51	6	-11	28	0.8	8
O=C(c1ccco1)N1CCN=C1SCc1ccccc1F	-1.2	1.1	-3.3*	0.78	7	-3	14	0.9	3
O=C(NCC1CCCO1)c1cc2n(n1)C(C(F)(F)F)CC(c1ccc(F)cc1)N2 (configuration not stated)	0.0	0.85	1.4	-2.2	-1	-1	15	0.9	12
CCOC(=O)c1ccccc1Nc1cc(C)nc2nc(C)nn12	4.3	0.012	0.6	1.8*	2	-33	0	0.9	7
Cc1nc(-c2ccc(S(=O)(=O)N3CCCCCC3)cc2)cs1	-1.5	0.28	-0.72	2.7*	12	25	-17	0.9	4
Cc1ccc2oc(=O)cc(CN3CCC(C)CC3)c2c1	-1.0	0.87	1.1	2.9	9	-10	-5	0.9	3
Cc1ccc(S(=O)(=O)N2CCN(C(=O)N3CCOCC3)C2C)cc1 (configuration not stated)	-1.3	-0.0026	-0.19	·	4	-13	21	0.8	4
O=C(Nc1nncs1)C1COc2ccccc2O1 (configuration not stated)	-1.0	0.28	0.34	-0.4	0	9	7	0.9	6
CC(=O)Nc1ccc(C2Nc3ccccc3C(=O)N2C2CCCCC2)cc1 (configuration not stated)	-0.1	0.34	-1.2	-0.66	-11	-16	1	1	6
O=C(c1cnn2c(C(F)F)cc(-c3ccccc3)nc12)N1CCSCC1	·	0.45	-1	2.7	·	·	18	·	·

Compound profiles, as listed above:
`Fc1ccc(NCc2cccnc2)cc1` in the list: S1P3 ag: ·; M1 antagonist: 0.17; M1 ag: 1.2; D1 mod: 0.56; Jurkat viability: ·; S1P1 ag-PAM: ·; HEK293 NFkB inh: 11; TNAP act DEA: 1; E coli RNAP: 1
`CN(C)c1ccc(-c2nn3c(C4CCCCC4)nnc3s2)cc1` in the list: S1P3 ag: -0.4; M1 antagonist: 0.9; M1 ag: -1; D1 mod: -0.33; Jurkat viability: 3; S1P1 ag-PAM: -20; HEK293 NFkB inh: 1; TNAP act DEA: 0.9; E coli RNAP: 4
`COc1ccc2[nH]c3c(=O)n(CCCCC(=O)N4CCCC4)c(=S)[nH]c3c2c1` in the list: S1P3 ag: 0.3; M1 antagonist: 0.19; M1 ag: 0.12; D1 mod: -0.048; Jurkat viability: 5; S1P1 ag-PAM: -11; HEK293 NFkB inh: 12; TNAP act DEA: 0.9; E coli RNAP: 1

Later entries.
SMILES	S1P3 ag	M1 antagonist	M1 ag	D1 mod	Jurkat viability	S1P1 ag-PAM	HEK293 NFkB inh	TNAP act DEA	E coli RNAP
c1ccc(-c2ccccc2-c2nc(-c3cccnc3)no2)cc1	-0.5	0.49	1	·	5	-40	1	1	12
CCCc1[nH]n(-c2nc3ccccc3s2)c(=O)c1C=NCCN1CCOCC1	0.8	-0.12	0.12	-0.67	·	3	·	0.9	6
O=C(CN1CCN(Cc2ccccc2)C1=O)NCc1ccc(Cl)cc1	·	-0.92	-0.6	·	·	·	0	0.9	3
O=C1CN(C(=O)COC(=O)C2CC(=O)N(Cc3ccco3)C2)c2ccccc2N1 (configuration not stated)	·	0.22	0.15	-0.1	·	·	10	0.9	4
CC1(C)CC(N2CCN(c3ccccc3)CC2)=CC(=[N+]2CCCC2)C1	·	-0.0031	-0.2	-1	·	·	12	1	8
Cc1cc(C)n(C(C)n2nc(C)cc2C)n1	-0.8	0.021	-0.066	0.31	-7	12	7	0.9	14
Cc1cc(=O)[nH]c(SCc2cc(=O)n3nc(C)sc3n2)n1	-0.4	0.25	1.2	0.078	-2	-28	16	0.9	4
O=C(Cc1c(O)c2ccccc2[nH]c1=O)NC1CCCCCCC1	0.1	-0.44	-0.0062	-0.3	-5	-16	5	0.9	6
O=C(Nc1nnc(N2CCCCCC2)s1)c1cc(-c2ccc(Br)cc2)on1	-0.9	-0.25	0.69	0.11	4	-16	18	0.9	-1
Cc1ccc(NC(=O)C2CC(=O)NC(N3CCCCC3)=N2)cc1Cl (configuration not stated)	-0.6	-0.018	0.39	1	-5	·	20	1	4
CCCC1(C(=O)O)NC(c2ccccc2O)C2C(=O)N(Cc3ccccc3)C(=O)C21 (configuration not stated)	-0.8	-0.72	0.24	·	4	-6	14	0.9	7
Cc1ccc(NC(=O)COC(=O)c2ccc3c(c2)NC(=O)C2CCCN32)cc1C (configuration not stated)	-0.5	-0.26	1.1	0.46	1	4	9	0.9	4
CC(=O)SC(C)CC(=O)Nc1ccccc1 (configuration not stated)	0.8	·	·	0.44	2	-9	2	0.9	·
